# p53 reactivation: qHTS assay for re-activators of p53 using a Luc reporter; H1299 p53-A138V BP100-luciferase reporter, luminescence, 24 h; Potency, µM (highest dose often 92.2 µM), for inactives: at the highest dose activity change, positive = activation, most hits filed as activators; 320,000 tested, 0.063% active; also: potency is read from the fitted curve at half-maximal effect; % of control where 0% means no effect; nearly all actives have a fitted effect of over 45% in size
#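 H1299 (p53-null), stable ts p53-A138V + BP100-Luc; 1000 cells/well, Opti-MEM/10% FBS; cpd 4 pt, 1:5; 24 h, 37 deg C, 5% CO2; detection reagent 10 min RT; luminescence.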
# VP16 counter: VP16 counterscreen qHTS for inhibitors of ROR gamma transcriptional activity; Drosophila S2 Gal4-VP16 UAS-luciferase, luminescence, 20 h; Potency, µM (highest dose often 53.6 µM), for the others: at the highest dose activity, negative = inhibition, hits mostly inhibitors; 310,000 tested, 3.5% active; AID 2546, 2010;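 also: Gal4-VP16 expression switched on by copper sulfate through the metallothionein promoter; potency is read from the fitted curve at half-maximal effect; % is scaled to controls: 0 for no effect and ±100 for the full control effect; nearly all actives have a fitted effect of over 50% in size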
# RORg inh: qHTS for inhibitors of ROR gamma transcriptional activity; Nuclear receptor ROR-gamma (Mus musculus), P51450; Drosophila S2 Gal4-RORgamma UAS-luciferase reporter, 20 h; Potency, µM (titrated, usually from 53.6 µM), for the others: top-dose activity change, negative = inhibition, usual class: inhibitors; 310,000 tested, 5.4% active; also: potency is read from the fitted curve at half-maximal effect; % is scaled to controls: 0 for no effect and ±100 for the full control effect; nearly all actives have a fitted effect of over 60% in size
# Target sequence (P51450 whole entry, looked up, the tested form may be a part): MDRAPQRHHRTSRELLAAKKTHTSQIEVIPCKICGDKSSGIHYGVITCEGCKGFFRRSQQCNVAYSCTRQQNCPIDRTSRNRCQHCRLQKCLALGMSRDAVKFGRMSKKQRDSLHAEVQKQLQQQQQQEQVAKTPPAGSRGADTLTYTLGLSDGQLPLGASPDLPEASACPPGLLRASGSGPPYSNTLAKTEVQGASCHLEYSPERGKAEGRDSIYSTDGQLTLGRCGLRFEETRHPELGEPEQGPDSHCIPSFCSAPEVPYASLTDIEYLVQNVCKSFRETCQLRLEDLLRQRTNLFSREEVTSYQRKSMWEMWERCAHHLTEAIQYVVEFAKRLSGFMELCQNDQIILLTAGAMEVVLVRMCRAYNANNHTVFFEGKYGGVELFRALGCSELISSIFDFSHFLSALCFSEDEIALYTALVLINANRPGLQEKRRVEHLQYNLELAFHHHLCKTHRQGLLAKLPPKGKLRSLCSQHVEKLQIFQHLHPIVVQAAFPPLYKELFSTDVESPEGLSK
#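 In this cell-based reporter format, copper sulfate (700 uM final) drives Gal4–ROR gamma fusion expression from a metallothionein promoter in Drosophila Schneider cells; compounds preincubated 1 hr, reporter read after 20 hr at ambient temperature.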
# PKM2 act: qHTS Assay for Activators of Human Muscle isoform 2 Pyruvate Kinase; Pyruvate kinase PKM (Homo sapiens), P14618; purified PKM2, Kinase-Glo ATP luminescence, activation; response scale: 0% is enzyme alone, no compound; Potency, µM (series often up to 57.5 µM), for inactives: at the top dose activation, usual class: activators; 260,000 tested, 0.34% active; AID 1631, 2009; also: potency is read from the fitted curve at half-maximal effect; % is scaled to controls: 0 for no effect and ±100 for the full control effect; nearly all actives have a fitted effect of over 55% in size
#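 hPK-M2, >95% pure; 0.1 mM ADP / 0.5 mM PEP final; imidazole pH7.2 buffer w/ 7 mM MgCl2, 50 mM KCl; 1 h RT; Kinase-Glo lum. Intermediate enzyme activity for dual inhibitor/activator qHTS.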
# BRCA1 expr act: qHTS Assay to Identify Small Molecule Activators of BRCA1 Expression; MCF7-BRCA1-FFLuc reporter, luminescence, 48 h; response scale: scaled: vehicle 0%, 10 µM genistein 100%; 380,000 tested, 1.1% active; Potency, µM (highest dose often 46.1 µM), without a hit: at the highest dose activation, actives largely listed as activators; AID 624202, 2012; also: potency is read from the fitted curve at half-maximal effect; nearly all actives have a fitted effect of over 80% in size; some results filed as inactive show a strong effect at the top dose
#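 Compounds are tested at multiple concentrations on MCF7 BRCA1-luciferase reporter cells seeded at 2000 per well; after 48 h, a single luminescence end-point is taken and curves fitted to the normalized data.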
# Menin MLL FP TR: qHTS Assay for Inhibitors Targeting the Menin-MLL Interaction in MLL Related Leukemias: Competition With Texas Red Labeled MLL-derived Mutant Peptide; O00255; Potency, µM (titrated, usually from 61.6 µM), for the others: at the highest dose FP activity change, negative = inhibition, hits mostly inhibitors; AID 1768, 2009; 270,000 tested, 0.23% active; Menin + Texas Red MLL mutant peptide, fluorescence polarization; active = well fitted inhibition curve with a large enough effect in the polarisation, with a control signal flat, not every such curve was filed as active; inconclusive = small, poorly fitted or top-dose-only effect, or effect the other way, or a change in a side signal; inactive = no such curve, though single readings can be large or run the other way; the % refers to the polarisation; also: potency is read from the fitted curve at half-maximal effect; % of control where 0% means no effect; many of its hits are not listed in these tables
# ELG1 genotox: qHTS screen for small molecules that induce genotoxicity in human embryonic kidney (HEK293T) cells expressing luciferase-tagged ELG1; HEK293T ELG1-luciferase reporter, luminescence, 16 h; Potency, µM (doses to about 46 µM), without a hit: at the top dose activity change, positive = activation, usual class: activators; 330,000 tested, 1.3% active; AID 504466, 2011; also: potency is read from the fitted curve at half-maximal effect; % of control where 0% means no effect; nearly all actives have a fitted effect of over 60% in size
#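 Genotoxicity was scored as increased ELG1-luciferase reporter signal, measured by ONE-Glo luminescence (30 min, room temperature). Compound or vehicle exposure of the HEK293T reporter cells lasted 16 hr at 37°C.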
# FLuc modulator: qHTS profiling assay for firefly luciferase inhibitor/activator using purifed enzyme and Km concentrations of substrates (counterscreen for miR-21 project) | purified FLuc, Km substrates, luminescence inhibition | Luciferin 4-monooxygenase (Photinus pyralis), P08659 | 360,000 tested, 6.9% active | Potency, µM (series often up to 57.5 µM), for the others: top-dose activity change, negative = inhibition, usual class: inhibitors | AID 588342, 2011;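 also: potency is read from the fitted curve at half-maximal effect; plate controls were vehicle for no effect and reference inhibitor for full effect; nearly all actives have a fitted effect of over 55% in size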
# Target sequence (P08659 whole entry, looked up): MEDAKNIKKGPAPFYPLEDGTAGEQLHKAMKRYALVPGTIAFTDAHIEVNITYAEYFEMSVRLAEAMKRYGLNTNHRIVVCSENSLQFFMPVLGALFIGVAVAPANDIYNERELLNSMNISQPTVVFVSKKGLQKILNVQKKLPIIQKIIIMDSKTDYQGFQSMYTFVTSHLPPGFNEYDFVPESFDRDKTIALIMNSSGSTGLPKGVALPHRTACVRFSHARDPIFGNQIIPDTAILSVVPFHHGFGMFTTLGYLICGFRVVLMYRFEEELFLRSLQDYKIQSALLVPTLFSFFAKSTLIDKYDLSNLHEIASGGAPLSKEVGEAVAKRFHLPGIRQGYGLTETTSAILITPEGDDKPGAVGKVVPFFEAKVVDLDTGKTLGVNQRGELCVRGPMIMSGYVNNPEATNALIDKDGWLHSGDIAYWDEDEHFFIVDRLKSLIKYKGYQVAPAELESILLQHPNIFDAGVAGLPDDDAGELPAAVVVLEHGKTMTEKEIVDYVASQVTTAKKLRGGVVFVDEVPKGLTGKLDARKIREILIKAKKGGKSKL
#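 Biochemical qHTS of compounds, final roughly 60 µM downward over six points, against 10 nM purified firefly luciferase using Km concentrations of substrates (10 uM D-luciferin, 10 uM ATP) in Tris acetate pH 7.5 buffer; luminescence output.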
# NPC1 prom act: qHTS Assay for NPC1 Promoter Activators; Potency, µM (top dose mostly 9.22 µM), without a hit: top-dose activation, most hits filed as activators; Huh7 NPC1 promoter luciferase reporter, 24 h; AID 485313, 2010; 320,000 tested, 2.4% active;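 also: potency is read from the fitted curve at half-maximal effect; % of control where 0% means no effect; nearly all actives have a fitted effect of over 60% in size; reporter is driven by a mutant NPC1 promoter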
#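 Quantitative HTS used a cell-based reporter: Huh7 cells stably bearing the NPC1 promoter upstream of luciferase were treated with compounds for 24 h, and promoter activation was read as luminescence.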
# Rab9 promoter act: qHTS Assay for Rab9 Promoter Activators | Huh7 Rab9 promoter-luciferase reporter, luminescence, 24 h | Potency, µM (titrated, usually from 9.22 µM), for the others: at the top dose activation, negative = inhibition, usual class: activators | 320,000 tested, 2.8% active; also: potency is read from the fitted curve at half-maximal effect; % of control where 0% means no effect; nearly all actives have a fitted effect of over 60% in size
#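 Huh7 cells stably carrying a Rab9 promoter-luciferase reporter, 1500 cells per well in OP-MEM I with 10% FBS, treated with compound 24 hours at 37C. Luciferase activity read by luminescence after 10 minutes with Amplite reagent.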
# Giardia killer: Small Molecules that selectively kill Giardia lamblia: qHTS; activity change, % at 7.66 µM, hits read low; AID 540267, 2011; 340,000 tested, 0.15% active; Giardia lamblia trophozoite viability; in the data active = activity change below about -80%; inconclusive = between about -30% and that limit;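 also: parasites exposed to compound for two days anaerobically before the ATP read; % is scaled to controls: 0 for no effect and ±100 for the full control effect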
#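 Trophozoites 100 cells/well + cpd; 48 hrs, 37 deg C, anaerobic. ATPLite 1-Step added, 15-30 min RT, luminescence read (ATP-based viability).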
# The depositor's hits bear a star; ? = inconclusive; . = not tested or not shown; & = joins results of further samples; [ ] = remark or other dose. Unless noted, calls follow the shape of the dose curve; as a rule, active = well fitted curve in the direction sought with a large enough effect; inconclusive = small, poorly fitted or top-dose-only effect, or another doubt; inactive = no such curve, though single readings can be large; an effect the other way counts as inactive or inconclusive. This is a subset (hit frequency here may not be typical).
Molecule,p53 reactivation,VP16 counter,RORg inh,PKM2 act,BRCA1 expr act,Menin MLL FP TR,ELG1 genotox,FLuc modulator,NPC1 prom act,Rab9 promoter act,Giardia killer
O=C(O)CCCn1c(=O)c2cccn2c2ccc(F)cc21,0%,2%,7%,.,-2%,-17%,-2%,-1%,2%,8%,30
CSCCC(NC(=O)c1ccccc1)C(=O)N/N=C(\C)c1ccccc1 (centres undefined),9%,-11%,-4%,-22%,-18%,?,3%,-1%,0%,-1%,4
Fc1ccc2c(c1)C(c1ccncc1)=NNC(c1ccc(Br)cc1)=N2,-3%,?,?,2%,-53%,-3%,-4%,0%,-1%,4%,-14
CCC1=C(OC(=O)N(CC)CC)N2C(=O)OC(=NCC3CC3)[C@]2(Cc2ccccc2)[C@H]2C1=CC[C@H]1C(=O)N(CC(=O)OC)C(=O)[C@H]12,2%,-4%&-5%,44%&7%,-10%&2%,-40%,-7%,5%,1%,1%,6%,2
CC(OC(=O)C1CC1)C(=O)Nc1cc(C(F)(F)F)ccc1Cl (centres undefined),-1%,-9%,10%,-1%,-8%,-16%,0%,4%,0%,1%,-4
COc1ccc2nc(Nc3nc(-c4cc5ccccc5oc4=O)cs3)sc2c1,25%,?,7.1µM*,-12%,20%,?,1%,0.85µM*,22%,17%,?
Cc1oc2ccc(OCc3ccccc3F)cc2c1C(=O)O,3%,0%,-5%,0%,20%,6%,3%,-16%,2%,-7%,43[activator]
O=C(NNC(=S)NC1CCCCC1)c1cccs1,?,-26%,?,4%,16%,2%,0%,-12%,9%,?,-4
COCCN(C(=S)Nc1ccc(OC)c(Cl)c1)C1CCN(C(C)C)CC1,7%,-10%[10 µM],-10%,1%,-32%,0%,7%,-2%,-6%,-12%,-5
CCOc1ccc(N2C(=O)CC(NCc3ccc(F)cc3)C2=O)cc1 (centres undefined),-2%,3%,9%,-1%,-17%,4%,5%,1%,-6%,-9%,-22
Cc1cccc(NC(=S)NC2CC3CCCC(C2)N3CC(C)C)c1C (centres undefined),3%,-3%,-24%,-3%,5%,11%,0%,0%,2%,2%,-4
COc1ccc(C(=O)Nc2ccc(CN3CCOCC3)cc2)cc1Br,.,-3%,20%,-5%,48%,34%,2%,15µM*,3%,-1%,11
O=Cc1cn(-c2ccccc2)nc1-c1cccnc1,-4%,1%,5%,3%,16%,-1%,1%,?,-1%,-7%,15
O=C(CCC(NC(=O)OCc1ccccc1)C(=O)OCC(=O)N1CCCCC1)OCC(=O)N1CCCCC1 (centres undefined),-3%,10%,23%,6%,-6%,.,-1%,-2%,2%,-5%,-11
COc1ccc(CN2CCCC(C(=O)c3ccc(Cl)cc3)C2)cc1Cn1cncn1 (centres undefined),0%,-8%,8%,-2%,-37%,-26%,-6%,-1%,-1%,-9%,9
Cc1cc(C)c(OCC(=O)OCC(=O)N2CCc3ccccc3C2)c(C)c1,-2%,.,.,.,-17%,.,1%,-1%,1%,1%,6
CCOC(=O)C1=C(C)NC(=S)N(C(C)=O)C1c1ccc(Cl)cc1 (centres undefined),-2%,18µM*,7.9µM*,2%,-30%,11%,-7%,-3%,-1%,-2%,0
NS(=O)(=O)c1ccc(-c2ccc(C=NC3CCS(=O)(=O)C3)o2)cc1 (centres undefined),9%,-2%,25%,-5%,-20%,7%,1%,-2%,-2%,-5%,16
O=C(Nc1ccccc1Cl)N1CCN(c2ccccn2)CC1,6%,26%,-11%,-3%,5%,-3%,1%,3%,0%,0%,10
Cc1cc(C)n2nc(SCc3ccccc3)nc2n1,-4%,-1%,33%,12%,41%,.,11%,-14%,0%,2%,-8
CCc1nc(N=Nc2c(O)[nH]c3ccccc23)c2c3c(sc2n1)CCC3,-8%,-3%,-3%,1%,-14%,11%,14%,4%,-11%,-8%,?
O=C(CCC(=O)N1CCN(c2ccc(F)cc2)CC1)c1ccc(F)cc1,-1%,3%,20%,-7%,0%,.,-3%,-1%,0%,-1%,6
CCN(CC(=O)Nc1cc(Cl)ccc1C)C(=O)CSCc1ccc(C)cc1,2%,.,.,.,-44%,.,-26%,0%,0%,-6%,-1
CC(C)(C)n1nnnc1C(c1cccc(C(F)(F)F)c1)N1CCC(O)CC1 (centres undefined),-2%,-2%,16%,-1%,-5%,2%,-1%,-15%,2%,-1%,-8
Cc1cc(N2CCN(C(=O)c3cccs3)CC2)c(F)cc1[N+](=O)[O-],.,?,?,-1%,0%,-5%,-8%,3%,-4%,-7%,-6
Cc1ccc(CNC(=O)CN(C2CCCCC2)S(C)(=O)=O)cc1,3%,-10%,8%,2%,1%,?,0%,-3%,-4%,1%,-8
CN1c2ccccc2C(C)(C)C12C=Nc1c(cc(N3CCOCC3)c3ccccc13)O2 (centres undefined),-10%,?,?,-2%,-58%,-19%,0%,10%,7%,13%,32[activator]
CC1=CC(C)(C(Cl)Cl)C(C)=CC1=O (centres undefined),15%,-4%,0%,18%,0%,1%,1%,9%,-5%,5%,-5
O=c1cc(O)c2sc(Nc3ccc(F)c(Cl)c3)nc2[nH]1,-1%,6%,21%,4%,-69%,?,10%,?,-27%,-17%,-8
CC(C)c1ccc(N(CC(=O)NCC2CCCO2)C(=O)CCC(=O)Nc2nccs2)cc1 (centres undefined),-4%,-3%,-9%,.,1%,-10%,0%,2%,-7%,2%,7
Cc1ccc2nc(SC(C(=O)Nc3ccc(F)cc3)c3ccccc3)[nH]c2c1 (centres undefined),1%,?,13µM*,16%,-51%,?,-4%,-19%,-4%,-4%,11
CCOc1cc(/C=C/C(=O)c2ccc(C)cc2)ccc1OCC(=O)N(C)C,-23%,4%,?,1%,-56%,10%,-13%,?,-5%,-15%,21
COC(=O)C1=C(C)NC(=O)C1(Nc1ccc(Cl)cn1)C(F)(F)F (centres undefined),2%,10%,-23%,1%,1%,-1%,-6%,1%,-3%,-5%,0
COC(=O)C1=C(C)NC(C)=C(C(=O)OC)C1C(=O)OCC(=O)c1ccc(F)cc1,-3%,12%,-34%,4%,0%,-3%,4%,3%,0%,2%,-14
Cc1ccc(-n2cc(CNCCN3CCOC3=O)c(-c3ccc(F)cc3)n2)cc1,-5%,-11%,-5%,2%,4%,-13%,0%,7.6µM*,-2%,14%,16
COC(=O)C1(Cc2ccc(O)c(CC3OC3(C)C)c2)OC(=O)C(O)=C1c1ccc(O)cc1 (centres undefined),3%,?,21%,24%,-26%,.,1%,-13%,-2%,-2%,0
CC(=O)N=Nc1[nH]c(N)c2ccccc12,-2%,-6%,?,0%,-6%,4%,1%,-2%,-8%,0%,-23
O=C(COc1ccc(S(=O)(=O)NCc2ccccc2)cc1)NCc1cccnc1,-3%,3%,3%,-8%,-19%,-14%,-1%,0%,2%,0%,-22
O=c1[nH]c(=O)c2nnc(N/N=C/c3ccccc3F)nc2[nH]1,1%,-4%,-30%,-9%,-11%,.,-5%,-4%,1%,-6%,30
CC1CCN(CCC(=O)Nc2ccc3c(c2)CCC3)CC1,?,3%,-18%,0%,15%,5%,0%,1%,-4%,-2%,11
O=C(CCCN1C(=O)c2cccnc2C1=O)Nc1ccc(Br)cc1,16%,7%,0%,-22%,-16%,15%,0%,1%,-2%,-3%,-12
O=C(c1ccc(Cl)c(S(=O)(=O)N2CCCCCC2)c1)N1CCN(c2ccccc2O)CC1,-2%,6%,3%,-36%,-25%,-16%,-12%,0%,2%,2%,-2
CSc1ccccc1NC(=O)c1c(C)noc1C,12%,-3%,-18%,-8%,2%,-2%,2%,1%,-1%,-4%,-3
CSCCC(NC(=O)c1ccccc1Cl)C(=O)OCC(=O)N1CCCC1=O (centres undefined),7%,.,.,.,-12%,.,4%,2%,-1%,-4%,-7
